# MsrA inh: bovine MsrA enzyme inhibitors, primary screen, biochemical, absorbance, HTS. Methionine sulfoxide reductase A (Bos taurus). purified bovine MsrA, absorbance read-out. inhibition, % at 15.5 µM. actives 0.75% (n = 360,000); in the data active = inhibition above about 4.5%;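 also: 0% = vehicle wells with enzyme and 100% = reference inhibitor wells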
# NRP1-CendR mod: modulators of CendR peptide binding to NRP-1, primary screen, biochemical, fluorescence polarization, uHTS; actives 0.85% (n = 360,000); FAM-RPARPAR peptide binding to NRP-1; AID 602438, 2012; inhibition, % at 25 µM; Neuropilin-1 (Homo sapiens), O14786;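 active = inhibition or corrected inhibition above about 18%, plus a signal ratio from 0.5 to 1.5, limit read from the data, passing the limit was not always enough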; also: strong numbers were not always called active
# MT1-MMP act inh: blockers of MT1-MMP proenzyme processing, primary screen, HT1080 RFP-PRO-GFP cells, GFP/RFP fluorescence; GFP/RFP ratio fluorescence, overnight; percent of plate control window, DMSO zero; GFP/RFP ratio change, % at 20 µM; actives 0.061% (n = 360,000);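 active = GFP/RFP ratio change of at least 30% with cell ATP level not reduced by more than half and red fluorescence within 50% of control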; also: strong numbers were not always called active
#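 Test system: HT1080 RFP-PRO-GFP cells; Benchmarks: DMSO and RFP-L50D-GFP cell wells; Timing: cells overnight before dosing, compound overnight, 37 °C, 5% CO2; Compound: one 20 µM compound dose with 1% DMSO; Read-out: GFP/RFP fluorescence ratio.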
# PABP1 MLLE inh: inhibitors of PABP1 MLLE–PAM2 peptide binding, primary screen, biochemical, fluorescence polarization, FITC-PAM2, GST-MLLE; Polyadenylate-binding protein 1 (Homo sapiens), P11940; inhibition, % at 20 µM; actives 0.36% (n = 360,000); in the data active = inhibition above about 35%, passing the limit was not always enough;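 also: plate controls were DMSO wells with GST-MLLE for no effect and wells lacking GST-MLLE protein for full effect; some results filed as inactive read as strong as hits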
# Target sequence (P11940 whole entry, looked up): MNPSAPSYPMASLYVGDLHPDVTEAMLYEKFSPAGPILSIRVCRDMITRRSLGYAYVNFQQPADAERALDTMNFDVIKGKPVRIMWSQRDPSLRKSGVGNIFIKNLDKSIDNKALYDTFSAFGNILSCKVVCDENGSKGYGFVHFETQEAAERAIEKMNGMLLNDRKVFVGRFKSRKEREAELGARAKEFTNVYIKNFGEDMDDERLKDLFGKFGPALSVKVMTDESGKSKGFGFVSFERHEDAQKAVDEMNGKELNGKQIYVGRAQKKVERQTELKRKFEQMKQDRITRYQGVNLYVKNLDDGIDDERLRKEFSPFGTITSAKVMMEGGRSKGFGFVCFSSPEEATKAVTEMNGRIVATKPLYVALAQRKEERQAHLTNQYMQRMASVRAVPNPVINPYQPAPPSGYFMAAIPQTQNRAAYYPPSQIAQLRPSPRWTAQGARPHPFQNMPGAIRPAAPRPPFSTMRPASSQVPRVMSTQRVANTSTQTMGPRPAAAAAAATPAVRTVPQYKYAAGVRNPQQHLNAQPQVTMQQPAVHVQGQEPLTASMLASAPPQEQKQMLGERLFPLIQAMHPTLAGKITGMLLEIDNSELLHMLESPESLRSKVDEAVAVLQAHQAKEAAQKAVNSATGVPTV
# Tb MetRS inh: T. brucei MetRS inhibitors, primary screen, biochemical, luminescence; methionyl-tRNA synthetase (Trypanosoma brucei brucei); inhibition, % at 11.9 µM; AID 624268, 2012; actives 0.4% (n = 360,000); purified T. brucei MetRS, ATP depletion, Kinase-Glo luminescence;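 active = inhibition above a per-plate cutoff of the control wells' mean inhibition plus 3 SD, cut at about 5.5% in these data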;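 also: 0% = DMSO wells median and 100% = median of wells with control inhibitor compound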
#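 Material – parasite MetRS enzyme · Medium – HEPES-MgCl2-KCl buffer plus DTT, spermine, BSA, pyrophosphatase · Reagent – ATP, methionine and E. coli bulk tRNA substrates · Times – 15 min enzyme-compound preincubation, 2 h reaction, 10 min detection, 25 °C · Measured by – luminescence of leftover ATP · Evaluation – percent inhibition relative to median high and low control wells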
# SKN-1 block: suppressors of acrylamide-induced Pgst-4::GFP reporter in worms, primary screen, SKN-1 inhibitor project, whole organism, uHTS, GFP/RFP fluorescence ratio, strain VP596 | C. elegans VP596 Pgst-4::GFP/RFP ratio, 24 h | inhibition, % at 21.8 µM | actives 0.49% (n = 360,000);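 active = interference check ratio from 0.5 to 1.5 plus GFP to RFP signal ratio inhibition reaching or exceeding a fixed threshold, cut at about 30% in these data, passing the limit was not always enough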; also: some compounds called inactive have numbers as strong as hits
# eLon inh: inhibitors of E. coli Lon protease, primary screen, biochemical, fluorescence polarization | purified E. coli Lon protease | inhibition, % at 7.94 µM | actives 0.42% (n = 360,000) | AID 602123, 2011; in the data active = inhibition above about 13%, passing the limit was not always enough;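 also: 0% = enzyme with probe and DMSO and 100% = no enzyme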
# FAS-TE inh: FAS thioesterase domain inhibitors, primary screen, biochemical, fluorescence intensity, uHTS; actives 0.67% (n = 360,000); inhibition, % at 15 µM; Fatty acid synthase (Homo sapiens), P49327; AID 602261, 2012; recombinant FAS-TE, OMFH fluorogenic substrate, fluorescence endpoint;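 active = compounds whose normalised, plate-corrected inhibition of enzyme fluorescence in the single-dose primary screen is 50% or more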;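 also: 0% = DMSO with enzyme and 100% = substrate without enzyme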
# MsrA act: bovine MsrA enzyme activators, primary screen, biochemical, absorbance, HTS; activation, % at 10.6 µM; purified bovine MsrA, absorbance read-out; actives 0.3% (n = 360,000); in the data active = activation above about 7.5%;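 also: 0% = vehicle and 100% = reference activator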
# Numbers without * were called inactive; / = not tested or not shown.
structure,MsrA inh,NRP1-CendR mod,MT1-MMP act inh,PABP1 MLLE inh,Tb MetRS inh,SKN-1 block,eLon inh,FAS-TE inh,MsrA act
O=C(N/N=C/c1cc([N+](=O)[O-])ccc1O)c1cccc(N2CCCC2=O)c1,2.0,4,-2,0,-0.3,3,3,47,-4
COc1cc2c(cc1OC)C(c1ccc3c(c1)Cc1ccccc1-3)OC(=O)C2 (centres undefined),0.0,0,8,5,-0.1,-16,-4,23,0
Cc1cc2oc(=O)cc(CN3CCC(C)CC3)c2cc1C,0.8,-5,1,3,-0.6,-4,1,3,-1
CCCc1cc(=O)[nH]c(SCC(=O)c2c(N)n(CC(C)C)c(=O)n(C)c2=O)n1,-0.2,-2,-11,-4,-0.4,2,-2,-5,0
CC(Nc1nc(-c2cccc(Br)c2)cs1)c1nc2cc(Cl)c(N3CCCCC3)cc2n1CCOCCO (centres undefined),0.9,-18,2,-34,0.2,-2,7,15,0
COc1ccc(N(C(C)C(=O)N/N=C/c2ccc(OCC(C)C)cc2)S(C)(=O)=O)cc1 (centres undefined),1.0,0,4,10,-1.1,15,4,16,-7
O=C(O)CCN1C(=O)c2ccc(NC(=O)c3cccs3)cc2C1=O,2.2,4,-7,4,-0.6,5,-2,-8,4
COc1ccc(/C=C(/NC(=O)/C=C/c2ccccc2)C(=O)NCCCCCC(=O)O)cc1,2.7,-5,1,-10,-0.7,-9,-2,-6,-9
CC(NC(=O)CN1CCN(c2ccccc2F)CC1)c1ccccc1 (centres undefined),0.4,17,/,-2,-0.6,-10,3,-5,-1
CCOc1ccc(NC(=O)/C(C#N)=C/c2ccc(N3CCCC3)c(C)c2)cc1,0.5,-117,-149,-75,-0.7,16,-141,-44,-4
Cc1cccc(NC(=O)CCN2CCCCC2)c1,-0.7,10,4,5,0.1,17,-6,-5,-3
CCOc1ccc(NC(=O)CCC(=O)N/N=C/c2ccc3c(c2)OCO3)cc1,-1.1,6,-2,-2,-0.8,17,-1,-9,-5
CN(C)c1ccc(P(=O)(Nc2ccc([N+](=O)[O-])cc2)N2CCOCC2)c(NC(=O)c2cccs2)c1 (centres undefined),0.6,-8,-2,-9,-0.5,26,5,54*,-8
Cc1ccccc1NC(=O)CN1C(=O)N/C(=C\c2ccc(N3CCOCC3)c(F)c2)C1=O,0.6,-13,3,-4,0.6,5,-6,0,-4
CCCCN(CCCC)NC(=O)c1ccccc1,-0.9,14,1,0,0.5,0,-1,-4,-3
COc1cc(C)c(Cl)c(C)c1S(=O)(=O)NCc1ccc2c(c1)OCO2,-1.1,4,4,-5,-1.0,-4,0,12,-1

# Entries of single compounds from above. Values in the order: MsrA inh | NRP1-CendR mod | MT1-MMP act inh | PABP1 MLLE inh | Tb MetRS inh | SKN-1 block | eLon inh | FAS-TE inh | MsrA act
# Profile of CC(Nc1nc(-c2cccc(Br)c2)cs1)c1nc2cc(Cl)c(N3CCCCC3)cc2n1CCOCCO (centres undefined) : 0.9 | -18 | 2 | -34 | 0.2 | -2 | 7 | 15 | 0
# Profile of Cc1cccc(NC(=O)CCN2CCCCC2)c1 : -0.7 | 10 | 4 | 5 | 0.1 | 17 | -6 | -5 | -3
# Profile of CCOc1ccc(NC(=O)/C(C#N)=C/c2ccc(N3CCCC3)c(C)c2)cc1 : 0.5 | -117 | -149 | -75 | -0.7 | 16 | -141 | -44 | -4

# Next part:
structure,MsrA inh,NRP1-CendR mod,MT1-MMP act inh,PABP1 MLLE inh,Tb MetRS inh,SKN-1 block,eLon inh,FAS-TE inh,MsrA act
O=C(COC(=O)c1ccc([N+](=O)[O-])s1)Nc1ccccc1,0.3,-23,0,-3,1.2,3,1,13,23*
COc1ccc2nc(C)cc(N/N=C/c3ccccc3)c2c1,/,0,1,-82,0.1,11,-1,-2,-7
CN(C)C(CNc1ccc(C(N)=O)cc1[N+](=O)[O-])c1ccccc1 (centres undefined),-0.6,17,1,13,-0.7,9,-3,-2,-6
CC(C)c1ccc(C(=O)NN2CCOCC2)cc1,-1.5,10,1,-10,-0.3,10,-3,-6,-3
CCOC(=O)Nc1ccc(C(=O)/C=C/c2ccccc2)cc1,1.8,4,8,-4,-0.2,1,0,-3,-2
CCNC(=O)NC(=O)C(C)Oc1ccc(C(=O)OC)cc1 (centres undefined),-0.9,9,-1,-16,-0.3,-1,-18,-6,-1
CCC(=O)Nc1cccc(NC(=O)CSc2nnnn2C2CCCC2)c1,0.8,14,1,6,-0.4,1,-3,-7,-6
Cc1cc(NC(=O)CSc2nc3ccccc3n2CC(C)C)no1,-0.5,-3,-2,-9,-0.6,5,3,-2,-9
CCOC(=O)c1c(C)[nH]c(C(=O)OC(C)C(=O)Nc2ccc(C)cc2)c1C (centres undefined),0.2,1,2,-2,0.4,15,-2,-14,1
CCOC(=O)c1sc(NC(=O)C2C3C=CC(C3)C2C(=O)O)nc1C (centres undefined),0.7,4,-1,2,-0.1,3,-3,0,-2
CN(Cc1ccccc1)C(=O)CCC1CCN(C(=O)CC2=CCCCC2)CC1,0.0,-3,-1,10,-0.1,1,5,-6,-3
COc1ccc(NC(=O)c2ccccc2)cc1NS(=O)(=O)c1ccc(F)cc1,0.2,-15,4,7,0.7,9,-6,-2,-2
CCN(C(=O)CN1C(=O)S/C(=C\c2ccccc2OC)C1=O)C1CCS(=O)(=O)C1 (centres undefined),2.9,11,1,7,0.0,-13,-4,0,-2
CN(C(=O)COC(=O)c1cccs1)c1ccccc1,-0.7,8,2,1,-0.1,4,-3,1,-1
CN(C(=O)c1cccc(NC(=O)Cc2ccc(NC(=O)C3CCN(C(=O)c4ccccc4)CC3)cc2)c1)C1CCC1,-1.0,-14,-7,4,-0.2,10,-3,-10,1
CCOC(=O)N1CCN(C(=O)CSC2=NS(=O)(=O)c3cc(F)ccc3N2)CC1,-0.2,2,1,9,-0.1,-16,-6,-3,-3
Cc1cc(=O)oc2cc(OCC(=O)NCCc3c[nH]c4ccc(F)cc34)ccc12,-0.6,18,4,-1,0.0,-4,10,2,-5
O=S(=O)(c1ccc(-n2cnnn2)cc1)N1CCN(c2ccccc2F)CC1,1.7,12,4,-24,-0.3,-20,-8,-5,-2
CN(CC(=O)Nc1cccc(F)c1)C(=O)c1csc2c1CCCC2,1.0,-7,1,5,-0.2,14,-2,3,-1
CC(C)c1nnc(NC(=O)CSc2nnc(-c3ccco3)o2)s1,-0.4,7,-8,-11,-0.3,-4,0,-5,-3
CC(C)c1c(C(=O)N/N=C2\CCc3ccccc32)nnn1-c1nonc1N,0.3,-2,1,-10,-0.2,12,-4,-3,-3
C/C(=C\c1ccco1)C1C(C#N)=C(N)Oc2n[nH]c(-c3ccc(C)cc3)c21 (centres undefined),0.0,-8,-9,12,1.1,17,0,26,-4
O=C(OCc1c(F)cccc1Cl)c1cnc(Cl)c(Cl)c1,-0.6,9,-1,13,-0.8,15,9,18,-9
COc1ccc(OC)c(Nc2c3c(nc4ccccc24)CCC3)c1,2.0,5,12,5,-1.1,4,-6,2,2
O=C(COC(=O)c1ccc(NS(=O)(=O)c2ccc3c(c2)OCCO3)cc1)NC1CCS(=O)(=O)C1 (centres undefined),1.5,10,0,-2,0.6,1,3,0,0
COc1cc(Cl)ccc1OCc1cc(C(=O)NCC(C)c2ccccc2)no1 (centres undefined),0.5,2,1,-10,-0.1,6,-3,34,-1
COC(=O)CN(c1cccc(OC)c1)S(C)(=O)=O,-0.4,3,5,-6,0.1,-1,-6,-2,-3
COCCNC(=O)c1ccc(-n2c(SCc3cccnc3)nc3ccccc3c2=O)cc1,0.1,-16,0,-9,-0.6,8,6,3,-1
CC1(c2nnc(Cc3ccccc3)o2)CC(c2cccc([N+](=O)[O-])c2)=NO1 (centres undefined),2.9,5,4,8,-0.4,25,0,3,-9
CCOC(=O)C1CCCN(CC(=O)NC2=Nc3ccccc3N=C(C)C2c2ccccc2)C1 (centres undefined),0.3,17,-7,-2,0.3,8,-7,20,-1
COc1ccc(C(C)C)cc1S(=O)(=O)NCC1CCCO1 (centres undefined),0.6,1,2,-17,-0.8,14,-3,0,-4
Nc1[nH]n2c(=O)c3c(nc2c1N=Nc1ccccc1)CCCC3,2.5,-1,8,15,-1.0,17,-25,-1,-14
O=C(NCc1ccco1)C1Cc2c(-c3cccc(F)c3)ccnc2O1 (centres undefined),0.0,-7,3,4,-0.2,-6,-5,4,-3
COc1ccc(S(=O)(=O)NCCC(=O)N2CCCC2)cc1N(C)S(C)(=O)=O,-0.5,9,0,5,-0.5,-10,-3,-7,-3
CCOc1ccc(NC(=O)CN(C)C(=O)COc2cccc(CC)c2)cc1OCC,0.3,7,2,2,0.3,3,5,-3,-1
CCn1c(=O)c2cc(C(=O)NCCC(C)C)sc2c2ccccc21,-0.2,-6,4,3,-0.3,12,-3,14,1
O=S(=O)(c1ccccc1)N1CCN(c2cccc(Cl)c2)CC1,1.6,-27,1,4,-0.7,0,6,25,-4
Cn1cccc1C(=O)NC(=O)COC(=O)c1ccc(O)cc1,0.5,8,-1,-14,-1.2,-5,-3,-7,-10
CCOc1ccc(N2CC(C(=O)N3CCc4ccccc4C3)CC2=O)cc1 (centres undefined),-1.3,6,1,6,-0.8,3,-12,-8,-7
O=C(c1ccc2c(c1)OCO2)N1CCN(S(=O)(=O)N2CCCCC2)CC1,-0.5,2,-2,-11,-0.3,3,0,-6,-3
Cc1[nH]c(=O)sc1C(=O)NCc1ccc([N+](=O)[O-])cc1,-0.3,-23,4,-7,-0.5,12,-1,4,-4
CCN(CCNC(=O)C1CCC(=O)N1Cc1ccc(C)cc1)c1ccccc1 (centres undefined),-0.2,-2,-1,-6,-0.4,-3,-15,-2,-2
COCCN(C(=O)Cn1nnc2ccccc21)C(C(=O)NC1CCCCC1)c1ccc(OC)cc1OC (centres undefined),-0.1,-2,3,-9,0.0,-11,-5,2,-11
CCNC(=O)C1(C)CCCN(Cc2noc(-c3ccccc3OC)n2)C1 (centres undefined),0.9,-10,-4,4,0.1,11,1,-2,-3
Cc1[nH]c2ccc(C(C)C)cc2c1CC(=O)O,0.2,2,-3,-5,0.6,-8,0,0,0
CN(Cc1ccc(Cl)cc1Cl)C(=O)CNC(=O)c1ccc2c(c1)OCO2,-2.1,10,4,0,-0.4,7,-5,7,-3
Cc1nnc(SCCc2ccccc2)[nH]c1=O,0.9,-3,1,2,-0.7,-20,5,0,-1
CCOC(=O)CC1=CSC2=NS(=O)(=O)CCN12,0.0,4,-2,7,0.1,3,2,-6,1
C[C@@H](CO)NC(=O)c1nc[nH]c1C(=O)N[C@H](C)c1ccccc1,-0.2,3,2,-3,-0.5,6,2,-6,0

# Screening results as filed in PubChem BioAssay.
